NPY-Y1 antag = NPY-Y1 (human) receptor antagonism; HEK293-CNG Y1 cells, membrane potential fluorescence; NPY at EC95, then isoproterenol; inhibition, % at 3.6 µM; actives 1% (n = 200,000); AID 1040;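 active = inhibition above the campaign mean inhibition of all tested compounds plus 3 SD, cut at about 20% in these data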;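 also: 0% = DMSO wells given NPY plus isoproterenol and 100% = isoproterenol alone without NPY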
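material = HEK293 cells with Y1 receptor plus CNG channel | also added = NPY 25 nM then isoproterenol 1 µM plus Ro 20-1724 25 µM | schedule = dye 3 h, compound 60 min room temperature, stimulation 45 min | measured by = membrane potential fluorescence | benchmarks = high control isoproterenol alone, low control NPY with isoproterenol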
CHOP inh = blocks CHOP induction under ER stress; inhibition, % at 10 µM; actives 3.8% (n = 220,000); CHO-K1 CHOP-promoter luciferase, tunicamycin-induced, 15-18 h; AID 2732;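 active = compounds that reduced the stress-induced luciferase reporter signal by more than about 70% of percent inhibition, limit read from the data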;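 also: 0% = tunicamycin plus vehicle and 100% = wells without tunicamycin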
NPY2 pot ag = human NPY-Y2 potentiation or agonism, primary screen. P49146. cells expressing NPY-Y2, potentiator/agonist read-out. activation, % at 3.6 µM. actives 0.45% (n = 220,000). AID 1359; in the data active = activation above about 27%;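 also: cells stimulated with NPY near EC25 plus isoproterenol at EC100; 0% = vehicle plus submaximal agonist and 100% = vehicle plus saturating agonist; some results beyond the cut were filed as inactive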
Target sequence (P49146 whole entry, looked up): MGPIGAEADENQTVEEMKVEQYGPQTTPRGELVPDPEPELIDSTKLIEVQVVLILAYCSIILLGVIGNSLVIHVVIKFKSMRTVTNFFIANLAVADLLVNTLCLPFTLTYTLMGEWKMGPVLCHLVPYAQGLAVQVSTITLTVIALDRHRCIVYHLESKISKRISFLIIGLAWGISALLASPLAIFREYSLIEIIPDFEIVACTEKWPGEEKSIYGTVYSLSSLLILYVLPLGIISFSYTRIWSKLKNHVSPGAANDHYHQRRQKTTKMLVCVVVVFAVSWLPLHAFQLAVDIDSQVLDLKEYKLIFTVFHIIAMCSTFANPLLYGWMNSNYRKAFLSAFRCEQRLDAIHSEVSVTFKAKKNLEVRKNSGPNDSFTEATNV
TRPN1 ag = agonists of zebrafish TRPN1 channel. activation, % at 3 µM. actives 0.18% (n = 220,000). HEK293 zebrafish TRPN1-YFP, Fluo-8 calcium fluorescence; 100% = response to 87 µM carbachol;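 active = activation above its plate's cutoff, the mean activation of test wells on that plate plus 3 SD, cut at about 19% in these data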;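 also: 0% = DMSO alone and 100% = 87 µM carbachol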
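System: zebrafish TRPN1-YFP in HEK293 cells / Dosing: 3 µM single point / Timing: dye loading 1 h at 37 °C, then 30 min room temperature / Signal: Fluo-8 calcium fluorescence, excitation 470-495 nm, emission 515-575 nm / Read-out basis: percent activation from peak over basal fluorescence ratio, control-normalized / Control set: high carbachol 87 µM, low DMSO alone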
EP2 mod = modulators of human EP2 prostaglandin E2 receptor; P43116; EP2-expressing cells, cAMP HTRF FRET, PGE2 co-stimulation; induction, % at 25 µM; actives 0.83% (n = 260,000); AID 940;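 active = compounds whose cAMP rise, as percent of the full-agonist control response, exceeds 60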;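 also: rat C6 glioma line stably carrying human EP2 under a CMV promoter; the protocol text gives 20 µM as final concentration; 100% = response of wells given 1 µM PGE2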
NPY-Y1 PAM-ag = potentiators or agonists of human neuropeptide Y receptor Y1 | P25929 | NPY-Y1 expressing cells, potentiator/agonist activation | activation, % at 3.6 µM | actives 0.37% (n = 220,000); in the data active = activation above about 33%, passing the limit was not always enough;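 also: cells stimulated with NPY at EC10 then isoproterenol at EC100; 0% = low agonist plus stimulus and 100% = saturating agonist plus stimulus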
S1P4 antag = human S1P4 receptor antagonism | O95977 | S1P4-expressing cells, antagonist mode, reporter read-out | inhibition, % at 4.98 µM | actives 0.26% (n = 220,000) | AID 1510; in the data active = inhibition above about 29%;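 also: 0% = wells stimulated with agonist and 100% = vehicle wells without agonist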
Target sequence (O95977 whole entry, looked up): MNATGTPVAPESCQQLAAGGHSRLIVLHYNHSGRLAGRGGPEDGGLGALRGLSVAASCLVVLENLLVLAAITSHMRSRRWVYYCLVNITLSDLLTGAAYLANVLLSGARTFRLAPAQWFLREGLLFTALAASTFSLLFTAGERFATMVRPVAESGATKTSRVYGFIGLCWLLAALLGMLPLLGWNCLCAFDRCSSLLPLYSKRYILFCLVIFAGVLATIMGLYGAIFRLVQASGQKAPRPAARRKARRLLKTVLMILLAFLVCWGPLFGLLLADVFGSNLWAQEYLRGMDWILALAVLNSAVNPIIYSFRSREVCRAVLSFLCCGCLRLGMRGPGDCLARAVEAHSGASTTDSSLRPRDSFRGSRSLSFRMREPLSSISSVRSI
S1P4 agonist = activates the human S1P4 receptor; activation, % at 4.98 µM; O95977; actives 0.35% (n = 220,000); S1P4-expressing cell line, agonist reporter assay; in the data active = activation above about 11%;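 also: 0% = DMSO vehicle and 100% = reference agonist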
TRPML3 agonist = activates the human TRPML3 channel; activation, % at 3 µM; HEK293 TRPML3-YFP, Fluo-8 calcium fluorescence; 100% = the carbachol control signal; AID 1448; actives 0.29% (n = 220,000);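 active = activation above its plate's cutoff, the mean activation of the plate's test wells plus 3 SD, cut at about 12% in these data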;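 also: 0% = DMSO only wells and 100% = carbachol wells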
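Material: HEK293 cells stably carrying human TRPML3-YFP; compound dosing: single dose, 3 µM final nominal compound, 0.3% DMSO final; incubation: 1-h 37 °C dye load, 5-s basal, 120-s post-compound reads; technique: Fluo-8 intracellular calcium fluorescence, excitation 470-495 nm, emission 515-575 nm; read-out basis: percent activation from peak-to-basal fluorescence ratio, scaled between DMSO and carbachol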
* hit, by the source's call.

Screening COC(=O)C(C)Sc1nnc2n(-c3cccc(C)c3)c(=O)c3c4c(sc3n12)CCCC4 (stereo not given) returned NPY-Y1 antag 8, CHOP inh 19, NPY2 pot ag -2, TRPN1 ag 0.8, EP2 mod 32, NPY-Y1 PAM-ag 11, S1P4 antag -10, S1P4 agonist 1.8 and TRPML3 agonist 0.4.
For CC1CCCN(CCOCCOc2ccc(Br)cc2Cl)C1 (stereo not given) the results were NPY-Y1 antag 10, CHOP inh 7, NPY2 pot ag -7, TRPN1 ag -2.8, EP2 mod -10, NPY-Y1 PAM-ag -9, S1P4 antag -7, S1P4 agonist -0.1 and TRPML3 agonist 1.3.
`Cc1csc(NC(=O)CS(=O)(=O)Cc2ccccc2)n1` gave NPY-Y1 antag 10, CHOP inh -10, NPY2 pot ag -2, TRPN1 ag 0.2, EP2 mod 13, NPY-Y1 PAM-ag 0, S1P4 antag -24, S1P4 agonist -1.3 and TRPML3 agonist 0.1.
Screening Oc1ccccc1-c1cc(C(F)(F)F)[nH]n1 returned CHOP inh 19, NPY2 pot ag 5, TRPN1 ag 0.7, EP2 mod -10, NPY-Y1 PAM-ag 21, S1P4 antag -17, S1P4 agonist -0.4 and TRPML3 agonist 0.3.
Screening CCOc1cc(/C=N/NC(=O)c2cc(C)[nH]n2)ccc1OC(=O)c1ccc([N+](=O)[O-])cc1 returned NPY-Y1 antag 2, CHOP inh 79*, NPY2 pot ag -1, TRPN1 ag 1.3, EP2 mod -24, NPY-Y1 PAM-ag -3, S1P4 antag -11, S1P4 agonist -1.8 and TRPML3 agonist 1.5.
`Cc1nc2c(cc(Oc3ccc(S(=O)(=O)N4CCOCC4)cn3)c3ccsc32)s1` gave NPY-Y1 antag 2, CHOP inh 22, NPY2 pot ag 6, TRPN1 ag 2.8, EP2 mod -55, NPY-Y1 PAM-ag 5, S1P4 antag -10, S1P4 agonist 1.2 and TRPML3 agonist 1.6.
Screening Cc1ccc(C)c(OCC(=O)O/N=C(\N)c2cccc([N+](=O)[O-])c2)c1 returned CHOP inh 16, NPY2 pot ag -38, TRPN1 ag 1.4, EP2 mod -8, NPY-Y1 PAM-ag -57, S1P4 antag 1, S1P4 agonist -0.8 and TRPML3 agonist -0.1.
`Nc1nc(SCc2ccccc2)[nH]c(=O)c1-c1ccccc1` gave NPY-Y1 antag -5, CHOP inh 25, NPY2 pot ag 4, TRPN1 ag -0.5, EP2 mod 10, NPY-Y1 PAM-ag -14, S1P4 antag -3, S1P4 agonist 1.5 and TRPML3 agonist -0.8.
O=S(=O)(Nc1cccnc1)c1cccc(Cl)c1 was read as NPY-Y1 antag 3, CHOP inh 14, NPY2 pot ag -6, TRPN1 ag -0.7, EP2 mod 2, NPY-Y1 PAM-ag 2, S1P4 antag -21, S1P4 agonist 1.1 and TRPML3 agonist 0.8.
For CCCCOc1ccc(C(=O)OCC(=O)Nc2cc(C)c(C)cc2[N+](=O)[O-])cc1 the results were NPY-Y1 antag 1, CHOP inh -5, NPY2 pot ag -3, TRPN1 ag 0.9, EP2 mod 3, NPY-Y1 PAM-ag -11, S1P4 antag 0, S1P4 agonist 0.1 and TRPML3 agonist 1.1.
Screening CC(C)(C)NC(=O)c1cc([N+](=O)[O-])ccc1N1CCCCC1 returned NPY-Y1 antag 8, CHOP inh -2, NPY2 pot ag -4, TRPN1 ag -0.1, EP2 mod 27, NPY-Y1 PAM-ag -15, S1P4 antag -5, S1P4 agonist -0.8 and TRPML3 agonist -0.2.
`O=C(Cc1ccccc1)NC(=S)Nc1cccc(C(F)(F)F)c1` gave NPY-Y1 antag 7, CHOP inh 108*, NPY2 pot ag -20, TRPN1 ag -0.2, EP2 mod -20, NPY-Y1 PAM-ag 6, S1P4 antag -26, S1P4 agonist 0.1 and TRPML3 agonist 1.5.
CC(C)=NN1C(=O)c2ccccc2NC1(C)C was read as CHOP inh 2, NPY2 pot ag 3, TRPN1 ag 0.5, EP2 mod -6, NPY-Y1 PAM-ag -13, S1P4 antag -9, S1P4 agonist 0.2 and TRPML3 agonist 0.4.
`CC(=O)Nc1ccc(/C=N/NC(=S)NC(C)C)cc1` gave NPY-Y1 antag -2, CHOP inh -13, NPY2 pot ag -9, TRPN1 ag 0.3, EP2 mod -24, NPY-Y1 PAM-ag 13, S1P4 antag 3, S1P4 agonist 0.3 and TRPML3 agonist 0.4.
CCCCc1nnc(NC(=O)COc2ccc3c(C)cc(=O)oc3c2)s1 was read as CHOP inh 8, NPY2 pot ag -7, TRPN1 ag 1.8, EP2 mod 9, NPY-Y1 PAM-ag -12, S1P4 antag 27, S1P4 agonist 0.7 and TRPML3 agonist 0.4.

Arranged by number of heavy atoms (lowest first): 3 of the compounds above
`Nc1nc(SCc2ccccc2)[nH]c(=O)c1-c1ccccc1` gave NPY-Y1 antag -5, CHOP inh 25, NPY2 pot ag 4, TRPN1 ag -0.5, EP2 mod 10, NPY-Y1 PAM-ag -14, S1P4 antag -3, S1P4 agonist 1.5 and TRPML3 agonist -0.8.
Screening Cc1ccc(C)c(OCC(=O)O/N=C(\N)c2cccc([N+](=O)[O-])c2)c1 returned CHOP inh 16, NPY2 pot ag -38, TRPN1 ag 1.4, EP2 mod -8, NPY-Y1 PAM-ag -57, S1P4 antag 1, S1P4 agonist -0.8 and TRPML3 agonist -0.1.
For CCCCOc1ccc(C(=O)OCC(=O)Nc2cc(C)c(C)cc2[N+](=O)[O-])cc1 the results were NPY-Y1 antag 1, CHOP inh -5, NPY2 pot ag -3, TRPN1 ag 0.9, EP2 mod 3, NPY-Y1 PAM-ag -11, S1P4 antag 0, S1P4 agonist 0.1 and TRPML3 agonist 1.1.

The list continues.
Screening Brc1c(-c2ccc3c(c2)OCO3)nc2ncccn12 returned NPY-Y1 antag 0, CHOP inh -4, NPY2 pot ag -4, TRPN1 ag 0.0, EP2 mod -1, NPY-Y1 PAM-ag -10, S1P4 antag -5, S1P4 agonist 6.5 and TRPML3 agonist 0.1.
For COc1ccc(C2C3=C(CCCC3=O)Nc3nc(C(F)(F)F)nn32)c(OC)c1OC (stereo not given) the results were NPY-Y1 antag 0, CHOP inh -9, NPY2 pot ag 12, TRPN1 ag -1.2, EP2 mod -7, NPY-Y1 PAM-ag 10, S1P4 antag -8, S1P4 agonist 2.7 and TRPML3 agonist 0.0.
`CC(=O)N1CCN(C2=Nc3cccc4cccc2c34)CC1` gave NPY-Y1 antag 3, CHOP inh 6, NPY2 pot ag -3, TRPN1 ag 0.4, EP2 mod 0, NPY-Y1 PAM-ag 0, S1P4 antag -20, S1P4 agonist -0.4 and TRPML3 agonist 0.5.
Cc1ccc(C2CC(C(F)(F)F)n3nc(C(=O)Nc4c(C)n(C)n(-c5ccccc5)c4=O)cc3N2)cc1 (stereo not given) was read as NPY-Y1 antag 4, CHOP inh 18, NPY2 pot ag 0, TRPN1 ag -1.0, EP2 mod 0, NPY-Y1 PAM-ag 6, S1P4 antag -5, S1P4 agonist 1.1 and TRPML3 agonist -0.3.
`O=C(COC(=O)CCc1c[nH]c2ccccc12)Nc1ccc([N+](=O)[O-])cc1` gave NPY-Y1 antag 4, CHOP inh -14, NPY2 pot ag -11, TRPN1 ag 0.0, EP2 mod -78, NPY-Y1 PAM-ag -23, S1P4 antag -6, S1P4 agonist 1.6 and TRPML3 agonist 0.8.
Screening Cc1ccc(C(=O)/C=C2/NC(=O)CS2)cc1 returned NPY-Y1 antag -4, CHOP inh -21, NPY2 pot ag 19, TRPN1 ag -1.3, EP2 mod 23, NPY-Y1 PAM-ag 16, S1P4 antag -1, S1P4 agonist 20* and TRPML3 agonist -0.6.
COC(=O)CCSCC(=O)Nc1cc(C)on1 was read as NPY-Y1 antag 2, CHOP inh 2, NPY2 pot ag -15, TRPN1 ag 0.1, EP2 mod 9, NPY-Y1 PAM-ag -5, S1P4 antag -6, S1P4 agonist -0.3 and TRPML3 agonist -0.1.
Cc1c(N=C2N=C(NC(=O)Nc3ccc(Cl)cc3)c3ccccc32)c(=O)n(-c2ccccc2)n1C was read as NPY-Y1 antag -3, CHOP inh 92*, NPY2 pot ag -6, TRPN1 ag -0.1, EP2 mod -2, NPY-Y1 PAM-ag 5, S1P4 antag -8, S1P4 agonist -1.6 and TRPML3 agonist 0.1.
Screening CCOC(=O)/C(=N/Nc1ccccc1)c1csc(Nc2ccccc2)n1 returned NPY-Y1 antag -3, CHOP inh 20, NPY2 pot ag 21, TRPN1 ag -0.4, EP2 mod 20, NPY-Y1 PAM-ag 5, S1P4 antag 2, S1P4 agonist 2.0 and TRPML3 agonist 1.0.
Cc1ccc(C(C(=O)NC2CCCC2)N2CCCCC2)cc1 (stereo not given) was read as NPY-Y1 antag 1, CHOP inh 42, NPY2 pot ag 4, TRPN1 ag -0.4, EP2 mod 17, NPY-Y1 PAM-ag 7, S1P4 antag 2, S1P4 agonist -1.5 and TRPML3 agonist -0.2.
Screening Cc1csc(NC(=O)CSc2ccc(-c3ccc(F)cc3)nn2)n1 returned NPY-Y1 antag -6, CHOP inh -14, NPY2 pot ag -16, TRPN1 ag 0.5, EP2 mod -15, NPY-Y1 PAM-ag -16, S1P4 antag -8, S1P4 agonist 0.5 and TRPML3 agonist 0.1.
Cc1[nH]nc(-c2ccc(O)cc2O)c1-c1ccc(Cl)cc1 was read as NPY-Y1 antag -12, CHOP inh 46, NPY2 pot ag 48*, TRPN1 ag 1.8, EP2 mod -23, NPY-Y1 PAM-ag 21, S1P4 antag -30, S1P4 agonist 4.1 and TRPML3 agonist 1.5.
`C=CCOC(=O)C1=C(C)NC(SC)=C(C#N)C1c1cccs1` (stereo not given) gave NPY-Y1 antag 1, CHOP inh -4, NPY2 pot ag 11, TRPN1 ag -3.1, EP2 mod 9, NPY-Y1 PAM-ag 35, S1P4 antag -6, S1P4 agonist 0.3 and TRPML3 agonist -2.0.
`O=C(COC(=O)C1CCN(C(=O)c2ccc(Cl)cc2)CC1)NC1CCS(=O)(=O)C1` (stereo not given) gave NPY-Y1 antag 1, CHOP inh 3, NPY2 pot ag 13, TRPN1 ag 0.7, EP2 mod 20, NPY-Y1 PAM-ag 7, S1P4 antag -12, S1P4 agonist 1.4 and TRPML3 agonist 0.5.
`CCCc1nc(SCC(=O)N2CCCC2)c2ccccc2n1` gave NPY-Y1 antag -2, CHOP inh 19, NPY2 pot ag -15, TRPN1 ag -1.1, EP2 mod 23, NPY-Y1 PAM-ag -19, S1P4 antag -9, S1P4 agonist 2.4 and TRPML3 agonist 0.3.

Screening results: PubChem BioAssay, several laboratories
